# TrxR1 substrate = qHTS Assay for Substrates of Mammalian Selenoprotein Thioredoxin Reductase 1 (TrxR1): qHTS. purified TrxR1 substrate turnover, NADPH consumption readout. Potency, µM (series often up to 114 µM), for inactives: top-dose activity change, negative = substrate turnover. actives 0.01% (n = 390,000). AID 588456, 2011; further: potency means the concentration at half of the fitted maximal effect; on the % scale 0 is the no-effect control and ±100 the full control effect; nearly all actives have a fitted effect of over 50% in size
#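 Rat TrxR1, dispensed at 90 nM, was prereduced with 400 uM NADPH (final) for 5 min at ~22 deg C, then incubated with compound 15 min before 400 uM selenite. A first-read NADPH fluorescence drop versus no-compound background flagged substrates.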
# mIDH1 inhibitor = qHTS for Inhibitors of mutant isocitrate dehydrogenase 1 (IDH1): qHTS. Isocitrate dehydrogenase [NADP] cytoplasmic (Homo sapiens), O75874. IDH1-R132H enzyme, NADPH consumption, diaphorase/resazurin fluorescence. Potency, µM (highest dose often 76.6 µM), for inactives: at the highest dose activity change, negative = inhibition, actives largely listed as inhibitors. actives 0.093% (n = 390,000); further: potency means the concentration at half of the fitted maximal effect; on the % scale 0 is the no-effect control and ±100 the full control effect; nearly all actives have a fitted effect of over 65% in size
#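 IDH1-R132H (0.5 ug/mL dispensed) in pH 7.5 Tris buffer was preincubated 30 min with compound, then given a substrate mix of 0.016 mM NADPH and 2 mM alpha-KG for 80 min at room temperature; remaining NADPH was read by diaphorase/resazurin fluorescence.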
# Vif-APOBEC3G blk = qHTS for Inhibitors of Vif-A3G Interactions: qHTS. DNA dC->dU-editing enzyme APOBEC-3G (Homo sapiens), Q9HC16. HeLa A3G-eYFP + Vif (tagged APOBEC3G with the HIV-1 protein that degrades it), YFP fluorescence, overnight. Potency, µM (titrated, usually from 46.1 µM), without a hit: at the top dose activity, negative = active, actives largely listed as inhibitors. actives 0.076% (n = 410,000);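 further: potency means the concentration at half of the fitted maximal effect; on the % scale 0 is the no-effect control and ±100 the full control effect; nearly all actives have a fitted effect of over 60% in size; hits raise eYFP signal because A3G escapes Vif-driven loss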
# Target sequence (Q9HC16 whole entry, looked up): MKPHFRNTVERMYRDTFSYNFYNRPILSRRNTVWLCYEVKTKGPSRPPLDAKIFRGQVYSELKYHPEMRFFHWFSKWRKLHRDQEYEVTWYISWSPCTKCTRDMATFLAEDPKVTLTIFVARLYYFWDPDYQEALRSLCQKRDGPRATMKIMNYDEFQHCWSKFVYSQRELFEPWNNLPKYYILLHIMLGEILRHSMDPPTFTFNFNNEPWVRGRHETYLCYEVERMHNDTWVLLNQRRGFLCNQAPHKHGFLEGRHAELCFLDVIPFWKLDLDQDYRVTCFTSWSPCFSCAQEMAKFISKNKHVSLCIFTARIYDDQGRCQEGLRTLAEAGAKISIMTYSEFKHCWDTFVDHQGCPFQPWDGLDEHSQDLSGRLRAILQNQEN
#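 HeLa cells stably expressing Vif and C-terminally eYFP-tagged A3G, seeded overnight at 37 deg C, then exposed to compound by pintool overnight at 37 deg C. Rise in yellow fluorescence (Ex 488/Em 500-530, Acumen) marks blocked Vif-driven A3G degradation.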
# PI4K2A inh = qHTS for small molecular inhibitors of PI4K2A; AID 1346378, 2018; purified PI4K2A, ADP-Glo luminescence, 1 h; stronger effect = lower value; activity change, negative = inhibition, % at 76.9 µM; actives 0.13% (n = 420,000); Phosphatidylinositol 4-kinase type 2-alpha (Homo sapiens), Q9BTU6; in the data active means activity change below about -50%; inconclusive means mostly about -30% to -49%;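 further: -100% = wells without enzyme as full effect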
#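 PI4K2A activity was measured by ADP-Glo luminescence: enzyme (4 ug/mL stock) and phosphatidylinositol (1.2 mM stock) in Tris pH 7.5/MgCl2/EGTA/Triton X-100 buffer were reacted with ATP (300 microM stock) for one hour at ambient temperature.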
# USP1-UAF1 inh = Inhibitors of USP1/UAF1: Primary Screen; Potency, µM (top dose mostly 57.1 µM), for the others: at the top dose activity change, negative = inhibition, most hits filed as inhibitors; actives 0.23% (n = 390,000); AID 743255, 2014; recombinant USP1/UAF1, Ub-Rhodamine cleavage fluorescence; Ubiquitin carboxyl-terminal hydrolase 1 (Homo sapiens), O94782; further: potency means the concentration at half of the fitted maximal effect; on the % scale 0 is the no-effect control and ±100 the full control effect; nearly all actives have a fitted effect of over 60% in size; inactives centre near -12
#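 High-throughput fluorogenic screen: 1nM USP1/UAF1 complex, Ub-Rho substrate 150nM final, 50mM HEPES pH 7.8 with 0.5mM EDTA, 0.1 mg/ml BSA, 1mM TCEP and 0.01% Tween-20.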
# RXFP1 ag = qHTS Assay for Agonists of the Relaxin Receptor RXFP1 | Relaxin receptor 1 (Homo sapiens), Q9HBX9 | HEK293T-RXFP1 cAMP TR-FRET, 30 min; response scale: percent of porcine relaxin response, buffer zero | Potency, µM (doses to about 57.5 µM), inactives show at the highest dose activation, hits mostly activators | actives 0.3% (n = 370,000); further: potency means the concentration at half of the fitted maximal effect; on the % scale 0 is the no-effect control and ±100 the full control effect; nearly all actives have a fitted effect of over 60% in size; many of its hits are not listed in these tables
# Target sequence (Q9HBX9 whole entry, looked up): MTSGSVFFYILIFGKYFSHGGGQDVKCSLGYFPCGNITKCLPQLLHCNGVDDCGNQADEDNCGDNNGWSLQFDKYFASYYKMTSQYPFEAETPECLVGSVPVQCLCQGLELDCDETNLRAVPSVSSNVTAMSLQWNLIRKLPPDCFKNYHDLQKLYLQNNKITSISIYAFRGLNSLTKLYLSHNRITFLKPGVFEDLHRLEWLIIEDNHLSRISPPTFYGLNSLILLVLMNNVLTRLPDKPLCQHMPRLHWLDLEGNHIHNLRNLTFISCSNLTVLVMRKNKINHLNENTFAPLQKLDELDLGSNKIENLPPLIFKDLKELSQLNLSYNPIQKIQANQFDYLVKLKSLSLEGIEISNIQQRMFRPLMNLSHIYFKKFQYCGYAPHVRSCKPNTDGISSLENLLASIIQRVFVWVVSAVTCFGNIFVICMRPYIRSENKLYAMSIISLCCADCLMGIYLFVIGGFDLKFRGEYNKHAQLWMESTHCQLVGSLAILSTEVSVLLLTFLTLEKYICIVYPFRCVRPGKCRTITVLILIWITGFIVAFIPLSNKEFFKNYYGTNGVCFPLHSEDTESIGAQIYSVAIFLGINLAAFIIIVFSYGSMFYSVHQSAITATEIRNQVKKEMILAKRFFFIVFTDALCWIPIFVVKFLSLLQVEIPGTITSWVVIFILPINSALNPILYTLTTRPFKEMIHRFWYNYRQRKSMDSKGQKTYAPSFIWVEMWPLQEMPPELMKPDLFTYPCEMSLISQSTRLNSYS
#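 HEK293T cells stably expressing RXFP1 were pretreated with the PDE4 inhibitor Ro 20174, exposed to compounds for 30 min at 37C, lysed, and cAMP was read by TR-FRET. Data normalized to buffer (basal) and 29 nM porcine relaxin (100%).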
# Vif-APOBEC3F blk = qHTS for Inhibitors of Vif-A3F Interactions: qHTS; HeLa A3F-eYFP + Vif (tagged APOBEC3F with the HIV-1 protein that degrades it), YFP fluorescence increase; Potency, µM (titrated, usually from 46.1 µM), for inactives: top-dose activity, negative = active; actives 0.2% (n = 390,000); AID 602313, 2012; further: potency means the concentration at half of the fitted maximal effect; % of control where 0% means no effect; nearly all actives have a fitted effect of over 65% in size
#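 HeLa cells stably expressing A3F-eYFP plus Vif, plated and incubated overnight at 37 deg C, then exposed to compounds overnight at 37 deg C. Blocked degradation read as raised yellow fluorescence (Ex 488/Em 500-530).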
# GRP78 ERSR act = qHTS for Inducers of the Endoplasmic Reticulum Stress Response (ERSR) in Human Glioma: qHTS. Potency, µM, inactives show at the top dose activation, actives largely listed as activators. AID 602332, 2012. actives 0.02% (n = 420,000). U87-MG GRP78 promoter luciferase reporter, 16 h; further: potency means the concentration at half of the fitted maximal effect; series mostly up to about 76 µM; % of control where 0% means no effect; nearly all actives have a fitted effect of over 35% in size
#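 Stably transfected U87-MG human glioma cells carrying a GRP78-based luminescent sensor were seeded at 1000 cells/well, pin-dosed with compounds and incubated 16 h. Luciferase reagent was then added, and end-point luminescence was read after 10 min at room temperature.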
# LDHA inh = qHTS assay for inhibitors of human lactate dehydrogenase | activity change, % (values are at about 110 or 230 µM) | actives 0.15% (n = 480,000) | L-lactate dehydrogenase A chain (Homo sapiens), P00338 | purified LDHA, NADH/diaphorase-resazurin fluorescence; stronger effect = lower value | AID 1347041, 2019; in the data active means activity change below about -30%; inconclusive means mostly about -25% to -30%;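 further: plate controls were DMSO wells for no effect and wells without enzyme for full effect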
#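 Remaining NADH was detected by diaphorase (0.133 mg/mL) converting 37 µM resazurin to fluorescent resorufin, read at 0 and 20 minutes. The preceding 5-minute room-temperature reaction used 2 nM LDHA, 0.2 mM sodium pyruvate and 0.06 mM NADH at pH 7.4.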
# * = called active by the depositor; ? = inconclusive; . = not tested or not shown; & = joins results of further samples; [ ] = dose if it differs, or a comment. Unless noted, the call rests on the fitted dose curve; in most records, active means well fitted curve in the direction sought with a large enough effect; inconclusive means small, poorly fitted or top-dose-only effect, or another doubt; inactive means no such curve, though single readings can be large; an effect the other way counts as inactive or inconclusive. Not all compounds are listed (hit frequency here may not be typical).
SMILES,TrxR1 substrate,mIDH1 inhibitor,Vif-APOBEC3G blk,PI4K2A inh,USP1-UAF1 inh,RXFP1 ag,Vif-APOBEC3F blk,GRP78 ERSR act,LDHA inh
CN(C(=O)CSc1nc2ccccc2c(=O)n1-c1ccccc1F)C1CCS(=O)(=O)C1 (centres undefined),5%[57.1 µM],-8%,0%,4,19%,.,3%,-3%,-5
Cn1c(CC(=O)Nc2ccc(Cl)c(Cl)c2)nnc1SCC(=O)Nc1nccs1,8%[57.1 µM],1%,1%,4,-3%,-1.0%,1%,-1%,-9
Cc1ccc(-n2ncc(-c3n[nH]c(=S)o3)c2N)cc1C,.,0%,-6%,1,-21%,.,0%,0%,-15
CCCc1nnc(SCC(=O)N2CCOCC2)n1CC1CCCO1 (centres undefined),-8%,0%,3%,-8,-4%,-3.8%,-3%,-1%,-7
CCc1ccc(C(=O)NNC(=O)CC2OC(=O)c3ccccc32)cc1 (centres undefined),-8%,-2%,0%,2,-20%,1.3%,5%,2%,-4
Cc1c(C)c(C)c(S(=O)(=O)n2[nH]c(=O)c(CCO)c2C)c(C)c1C,9%[57.1 µM],-2%,-4%,-4,-14%,-0.6%,-1%,-3%,-8
CCCc1ccc(C(=O)N2CCN(c3ccccc3OCC)CC2)cc1,-1%,2%,0%,1,-4%,-0.3%,-12%,3%,-1
OCCC1CN(C/C(Cl)=C/c2ccccc2)CCN1C1CCCC1 (centres undefined),4%,1%,-2%,5,4%,-1.8%,-1%,6%,-5
COc1ccc(C(=O)NCCNC(=O)c2cnccn2)cc1OC,8%,0%,3%,4,-3%,3.6%,2%,-3%,-4
COCc1cc(=O)n2[nH]c(-c3ccco3)cc2n1,63%[activator],4%,-7%,-1,-21%,4.0%,-16%,5%,13
NC(=O)c1cc2ccccc2o/c1=N/NC(=O)c1cccc(Cl)c1,1%,-12%,2%,3,-8%,1.1%,1%,-4%,-3
CC(CCc1ccccc1)NC(=O)c1ccccc1F (centres undefined),9%,14%,3%,-1,-6%,4.3%,-22%,-2%,0
COc1cc(CN2C[C@@H](CO)O[C@@H](n3cnc4c(N5CCN(c6ccccc6)CC5)ncnc43)C2)cc(OC)c1OC,.,.,1%,-2,.,.,.,-2%,-2
COC(=O)N/N=C/c1cc(Cl)c(OCc2ccc(F)cc2)c(OC)c1,-2%,3%,-4%,-2,1%,0.0%,-16%,-3%,-11
Brc1csc(CN2CCc3nc(Nc4ccccc4)ncc3C2)c1,-1%[57.1 µM],-2%,2%,0,-1%,1.9%,7%,-1%,-2
CC(C)CC(=O)Nc1ccc(C(=O)NNC(=O)C(c2ccccc2)c2ccccc2)cc1,-2%,2%,2%,-11,-17%,0.0%,0%,-6%,-3
CCOC(=O)c1c(CSc2nc(C)cc(C)c2C#N)n(C)c2cc(Br)c(OC(C)=O)cc12,4%[57.1 µM],19%,0%,-2,-18%,1.0%,6%,-4%,-5
S=C(Nc1ccccc1)N1CCN(Cc2ccccc2)CC1,-4%,4%,1%,6,-6%,3.3%,-14%,0%,-5
CCOc1ccc(-n2c(C)nc3cc(C(=O)NCCN4CCOCC4)ccc32)cc1,1%,5%,0%,5,0%,0.2%,1%,1%,-5
N#CC(=C1C=C(Br)C(=NO)C=C1Cl)c1ccc(Cl)cc1,.,?,-8%,-2,?,.,-6%,-2%,6
CC(C)(C)c1cc(C(=O)Nc2cccnc2)cc(C(=O)Nc2cccnc2)c1,-13%,4%,-7%,2,-4%,-2.8%,15%,-6%,0
CCOc1ccc(NN=C(C(=O)OC)C(=O)OC)c([N+](=O)[O-])c1,13%[57.1 µM],-1%,-2%,6,-5%,0.1%,14%,-4%,-9
c1ccc2c(Nc3ccc4c(c3)OCCO4)c3c(nc2c1)CCCC3,-18%[57.1 µM],5%,0%,-17,1%,-4.1%,4%,-3%,4
O=C(OCn1nnc2ccccc2c1=O)c1cc(-c2ccccc2)nc2ccccc12,3%,5%,-5%,1,5%,1.6%,11%,0%,-2
Cc1noc(C)c1-c1ccc2nc[nH]c(=O)c2c1,1%,.,-9%,-5,.,.,6%,0%,-10

# Next part
SMILES,TrxR1 substrate,mIDH1 inhibitor,Vif-APOBEC3G blk,PI4K2A inh,USP1-UAF1 inh,RXFP1 ag,Vif-APOBEC3F blk,GRP78 ERSR act,LDHA inh
CCOc1cc(/C=C2\C(=O)N(c3nc(-c4ccc(Br)cc4)cs3)N=C2c2ccccc2)ccc1O,6%[57.1 µM],1%,4%,-17,?,2.1%,-9%,0%,-1
CN(C)CCCNc1oc(-c2ccccc2Cl)nc1S(=O)(=O)c1ccc(F)cc1,6%,-1%,6%,6,-18%,2.9%,2%,-4%,0
Cc1cc2oc(C(=O)Nc3c(C)n(C)n(-c4ccccc4)c3=O)c(C)c2cc1C,3%[57.1 µM],1%,-5%,7,1%,0.0%,-1%,3%,-1&7
C=CCNC(=S)NNC(=O)c1cc(Cl)ccc1OC,10%[57.1 µM],-4%,-5%,6,1%,1.8%,17%,1%,-6
CC(C)Sc1ccc([N+](=O)[O-])cc1C(=O)Nc1ccncc1,-4%,-1%,-1%,-2,-8%,-0.8%,-2%,-2%,-10
Cc1ccccc1NC(=O)C1CCCN1S(=O)(=O)c1cccc2cccnc12 (centres undefined),3%,2%,-5%,3,?,-1.1%,0%,-2%,2
CCN(CC(=O)Nc1c(F)cccc1F)C(=O)Cc1csc(-c2ccccc2)n1,-2%,21%,-3%,5,-11%,0.0%,7%,-1%,-7
COc1ccc(NC(=O)CCCC(=O)c2ccccc2)cc1OC,7%,6%,0%,-4,-10%,1.1%,-8%,1%,-7
CCn1c(CC(=O)Nc2ccccc2F)nnc1SCC(=O)Nc1nncs1,6%[57.1 µM],-3%,0%,-19,2%,3.2%,-3%,-4%,-4
Cc1nn2c(NCc3ccccn3)cc(C(C)C)nc2c1-c1ccccc1,16%,0%,-7%,6,-15%,0.6%,?,-3%,-10
O=C(Nc1nc2ccc(Cl)cc2s1)c1ccco1,13%[57.1 µM],-3%,-3%,-6,-10%,-0.8%,-9%,-14%,-1
COc1ccc(S(=O)(=O)N2CCN(CC(=O)Nc3cccc(F)c3)CC2)cc1,-9%,-3%,3%,6,-20%,3.3%,0%,-6%,-2
O=C(COc1ccc(Cl)cc1Br)OCC(=O)c1ccc[nH]1,-2%,-6%,0%,-4,-5%,.,-26%,-3%,-1&-11
Cn1nc(C(=O)NCCCN2CCCCC2)c2c1-c1ccccc1S(=O)(=O)C2,-8%,-1%,2%,-1,-19%,4.9%,5%,-5%,-5
CN(Cc1nc(Cc2ccccc2F)no1)CC1(N2CCOCC2)CCCCC1,0%,0%,-6%,3,-22%,-2.8%,-7%,-3%,-4
Cc1ccnc(NS(=O)(=O)c2ccc(NC(=O)CN3C(=O)CCC3=O)cc2)n1,0%,4%,1%,-4,-7%,0.7%,1%,-2%,-2
O=C(Nc1ccc(OCC(=O)N2CCC(Cc3ccccc3)CC2)cc1)c1ccco1,-14%,-1%,2%,-3,-18%,-1.6%,-1%,-3%,-2
c1ccc2c(c1)sc1nnnn12,0%[57.1 µM],2%,0%,1,-9%,-0.2%,8%,-1%,-6
O=C(CSc1nnnn1-c1ccccc1)NCc1ccco1,16%[57.1 µM],-2%,4%,-3,-1%,2.4%,5%,-1%,-6
CCCNC(=O)c1ccc2c(=O)c(O)c(-c3cccc(Br)c3)[nH]c2c1,-5%,-5%[38.3 µM],-9%,8,-24%,0.0%,-8%,-8%,4
O=C(NCc1ccccc1F)c1ccncc1,-1%,-6%,-4%,6,-7%,2.5%,5%,-1%,-8
CCOC(=O)N1CCN(C(=O)COc2ccc(S(=O)(=O)NC(C)C)cc2)CC1,8%[57.1 µM],-7%,0%,1,-7%,1.8%,0%,1%,-13
CCc1nc(SCc2cc(Cl)ccc2OC)n[nH]1,7%,10%,1%,0,-2%,-0.7%,-9%,-3%,2
Cc1cccc(-n2nc([N+](=O)[O-])c(N3CCN(C(=O)c4ccco4)CC3)[n+]2[O-])c1,2%,-7%,0%,2,-28%,-0.8%,1%,-1%,-1
COc1ccc(CNC(=O)C2CCN(C(=O)Cc3ccccc3)CC2)cc1,0%,-5%,0%,-11,-18%,0.4%,20%,0%,-12
Cc1c(N=C(N)/N=C(\N)Nc2ccc(Br)cc2)c(=O)n(-c2ccccc2)n1C,11%[11.4 µM],3%,2%,-4,-19%,-2.5%,4%,-4%,-7
Cc1ccccc1CSc1nc2c([nH]c3ccccc32)c(=O)n1-c1ccccc1,2%[57.1 µM],6%,3%,-2,1%,1.0%,-1%,-3%,-5

# High-throughput results as filed in PubChem BioAssay.
